ALOX12 inh – Primary qHTS assay for inhibitors of human arachidonate 12S-lipoxygenase (ALOX12): Round 2; Polyunsaturated fatty acid lipoxygenase ALOX12 (Homo sapiens), P18054; Potency, µM (highest dose often 108 µM), for inactives: top-dose activity change, negative = inhibition, hits mostly inhibitors; purified 12hLO, xylenol orange hydroperoxide absorbance; AID 1671190, 2021; actives 1.1% (n = 580,000); note: potency is the fitted concentration of half-maximal effect; % is set by controls: 0 for no effect and ±100 for the full control effect
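Hydroperoxide product was detected by ferrous iron/xylenol orange as the 573 to 405 nm absorbance ratio. Arachidonic acid at 40 uM (final) was turned over for 30 min at room temperature by 150 nM human 12hLO, pH 7.0 Hepes buffer, after 15 min compound preincubation.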
ERG Ets-DNA blk – qHTS for Small Molecule Inhibitors of the ERG Ets/DNA interaction; fluorescence polarization, His-ERG Ets domain / labelled DNA; Potency, µM (top dose mostly 76.9 µM), for inactives: at the top dose FP activity, negative = inhibition, usual class: inhibitors; actives 0.028% (n = 370,000); active = well fitted inhibition curve with a large enough effect in the polarisation, with a control signal flat; inconclusive = small, poorly fitted or top-dose-only effect, or effect the other way, or a change in a side signal; inactive = no such curve, though single readings can be large or run the other way; the % refers to the polarisation;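 note: polarization taken with two DNA probes labelled with fluorescein and Texas red; potency is the fitted concentration of half-maximal effect; % of control where 0% means no effect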
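His-tagged ERG Ets domain (1 uM in the protein solution; 300mM KCl, 50mM Tris-HCl, 1mM EDTA, 1mM DTT, pH 7.5) received compound, then a probe mix of 5 nM fluorescein-DNA and 100nM Texas-615-DNA. Fluorescence polarization was read for both dyes.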
Pol beta inh – qHTS Assay for Inhibitors of DNA Polymerase Beta; Pol beta primer extension/strand displacement, fluorescence kinetic; Potency, µM (highest dose often 114 µM), for inactives: at the top dose activity change, negative = inhibition, usual class: inhibitors; AID 485314, 2010; actives 1.3% (n = 340,000); P06746; note: potency is the fitted concentration of half-maximal effect; % is set by controls: 0 for no effect and ±100 for the full control effect
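Values derive from four-parameter Hill fits of normalized kinetic data: reads at 0 and 10 min following addition of 50 nM substrate to 10 nM Pol beta preincubated 15 min with compound.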
Apoferritin bind – qHTS Assay for Identification of Novel General Anesthetics; apoferritin/1-aminoanthracene competitive binding, fluorescence; AID 485281, 2010; Potency, µM (highest dose often 77.5 µM), for inactives: top-dose activity change, negative = displacement, hits mostly inhibitors; actives 0.074% (n = 350,000); note: potency is the fitted concentration of half-maximal effect; % is set by controls: 0 for no effect and ±100 for the full control effect; nearly all actives have a fitted effect of over 20% in size
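Horse-spleen apoferritin (10 uM) in 50% saturated 1-aminoanthracene in PBS was incubated 10 min at room temperature with compound. Fluorescence (ex 380, em 535 nm) was normalized to free and bound 1-AMA, with concentration-response fitted by a four-parameter Hill equation.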
TRHR agonist – qHTS for Small Molecule Agonists and Allosteric Enhancers of Human TRH Receptor: Primary Screen for Agonists | actives 0.18% (n = 360,000) | TRHR cells, calcium flux fluo-8, FDSS agonist mode | Thyrotropin-releasing hormone receptor (Homo sapiens), P34981 | activation, % at 2 µM; in the data active = activation above about 30%; note: 0% is about no effect
Target sequence (P34981 whole entry, looked up): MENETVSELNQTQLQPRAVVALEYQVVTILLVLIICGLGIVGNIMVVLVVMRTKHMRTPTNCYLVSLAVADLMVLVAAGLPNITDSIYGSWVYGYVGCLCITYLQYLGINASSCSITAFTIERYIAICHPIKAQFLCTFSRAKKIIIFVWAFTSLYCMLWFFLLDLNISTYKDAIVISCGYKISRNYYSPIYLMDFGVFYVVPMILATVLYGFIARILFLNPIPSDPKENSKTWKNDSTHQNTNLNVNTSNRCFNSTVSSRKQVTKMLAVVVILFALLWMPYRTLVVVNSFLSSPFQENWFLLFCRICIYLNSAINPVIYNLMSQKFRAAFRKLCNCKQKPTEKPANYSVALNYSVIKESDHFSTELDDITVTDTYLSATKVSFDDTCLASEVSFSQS
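Agonist-mode FDSS calcium read (Ex 480/Em 530, 1 s cycles) in 1536-well TRHR cells with fluo-8 dye, after 10-cycle baseline and 23 nL compound addition; TRH at EC20 (10 nM final) added afterwards for the enhancer phase.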
POLK inh – qHTS for Inhibitors of Polymerase Kappa | DNA polymerase kappa (Homo sapiens), Q9UBT6 | purified Pol kappa, fluorescent DNA synthesis assay, 10 min | Potency, µM (series often up to 107 µM), for inactives: top-dose activity, negative = inhibition, usual class: inhibitors | actives 0.53% (n = 400,000) | AID 588579, 2011; note: potency is the fitted concentration of half-maximal effect; % is set by controls: 0 for no effect and ±100 for the full control effect
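Enzyme at 10 nM met test compounds for 15 min at room temperature. Substrate addition (50 nM final) began the reaction, which was monitored by fluorescence at 0 and 10 min.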
BLM helicase inh – qHTS Assay for Inhibitors of Bloom's syndrome helicase (BLM); recombinant BLM DNA unwinding, fluorescence dequenching; RecQ-like DNA helicase BLM (Homo sapiens), P54132; Potency, µM (top dose mostly 56.1 µM), for inactives: at the top dose activity change, negative = inhibition, most hits filed as inhibitors; actives 0.2% (n = 350,000); AID 2528, 2010;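 note: potency is the fitted concentration of half-maximal effect; plate controls were vehicle for no effect and no enzyme for full effect; nearly all actives have a fitted effect of over 35% in size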
APE1 inh – qHTS Assay for Inhibitors of the Human Apurinic/apyrimidinic Endonuclease 1 (APE1) | DNA repair nuclease/redox regulator APEX1 (Homo sapiens), P27695 | recombinant APE1, TAMRA/BHQ-2 abasic DNA cleavage fluorescence | Potency, µM (doses to about 65.8 µM), without a hit: at the highest dose activity change, negative = inhibition, usual class: inhibitors | actives 0.35% (n = 350,000);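 note: potency is the fitted concentration of half-maximal effect; plate controls were vehicle for no effect and reference inhibitor for full effect; nearly all actives have a fitted effect of over 55% in size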
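Compound pre-exposure to 0.75 nM APE1, 15 min at ambient temperature. Reaction initiated with 50 nM TAMRA/BHQ-2 THF substrate, read immediately in kinetic mode, 525 nm excitation, 598 nm emission.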
Pol iota inh – qHTS for Inhibitors of Polymerase Iota; Potency, µM (titrated, usually from 115 µM), for the others: top-dose activity, negative = inhibition, usual class: inhibitors; DNA polymerase iota (Homo sapiens), Q9UNA4; actives 1% (n = 390,000); Pol iota fluorescent replication assay, 10 min; note: potency is the fitted concentration of half-maximal effect
Target sequence (Q9UNA4 whole entry, looked up): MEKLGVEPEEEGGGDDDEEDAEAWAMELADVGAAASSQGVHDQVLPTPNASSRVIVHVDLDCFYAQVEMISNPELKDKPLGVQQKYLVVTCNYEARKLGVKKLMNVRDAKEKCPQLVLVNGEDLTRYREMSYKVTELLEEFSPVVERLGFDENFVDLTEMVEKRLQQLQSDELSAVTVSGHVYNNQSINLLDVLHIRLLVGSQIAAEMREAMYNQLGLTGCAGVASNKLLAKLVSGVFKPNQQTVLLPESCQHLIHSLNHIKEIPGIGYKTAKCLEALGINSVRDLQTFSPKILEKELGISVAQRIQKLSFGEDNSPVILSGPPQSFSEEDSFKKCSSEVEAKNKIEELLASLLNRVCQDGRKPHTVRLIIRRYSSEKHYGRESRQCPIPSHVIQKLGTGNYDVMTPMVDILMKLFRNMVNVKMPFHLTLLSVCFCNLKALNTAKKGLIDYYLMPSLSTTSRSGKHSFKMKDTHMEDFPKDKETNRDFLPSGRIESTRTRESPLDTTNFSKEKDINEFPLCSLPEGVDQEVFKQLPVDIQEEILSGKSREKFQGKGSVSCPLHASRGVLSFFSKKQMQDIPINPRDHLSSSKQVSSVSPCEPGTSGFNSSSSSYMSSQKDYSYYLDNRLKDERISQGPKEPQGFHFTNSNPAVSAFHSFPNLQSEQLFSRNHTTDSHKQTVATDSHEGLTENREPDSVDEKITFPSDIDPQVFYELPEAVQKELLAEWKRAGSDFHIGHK
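Pol iota at 10 nM preincubated 15 min with compounds at room temperature; reaction started with fluorescent substrate, 50 nM final. Fluorescence read kinetically at 0 and 10 min; buffer-only wells as negative control.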
* hit, by the source's call; ? = inconclusive; nt = no result given; & = joins results of further samples; [ ] = dose if it differs, or a comment. Unless noted, calls come from the whole dose curve; as a rule, active = well fitted curve in the direction sought with a large enough effect; inconclusive = small, poorly fitted or top-dose-only effect, or another doubt; inactive = no such curve, though single readings can be large; an effect the other way counts as inactive or inconclusive. Only part of the results is shown (hit frequency here may not be typical).

no. | Compound | ALOX12 inh | ERG Ets-DNA blk | Pol beta inh | Apoferritin bind | TRHR agonist | POLK inh | BLM helicase inh | APE1 inh | Pol iota inh
1 | Cc1ccc(C(=O)Oc2cccc(NC(=O)c3ccccc3)c2)cc1C | -17% | -2% | ? | ? | 1.4 | -17% | -14% | -9% | 30%[activator]
2 | COc1ccc(C2NC(=O)C(=O)/C2=C(\O)c2ccc(Cl)cc2)cc1OC (stereo not given) | 28µM* | 13% | 7% | -8% | 0.2 | -6% | -4% | -8% | 2%
3 | CCc1ccc(N2CC(C(=O)OCc3nc4ccsc4c(=O)[nH]3)CC2=O)cc1 (stereo not given) | -10% | 24% | nt | nt | 0.1 | 79µM* | nt | -35% | ?
4 | CCOC(=O)N1CCN(C(=O)CSc2nc3nc(C)cc(C)n3n2)CC1 | -3% | 9% | nt | nt | nt | -4% | nt | 3% | 1%
5 | CSCCC(NC(=O)c1ccccc1)C(=O)NCc1ccc(S(N)(=O)=O)cc1 (stereo not given) | 5% | -5% | -14% | -10% | 0.8 | -17% | 2% | 12% | -14%
6 | CC1Cc2cc(S(=O)(=O)CCC(=O)Nc3ccc(F)cc3)ccc2N1C(=O)C1CC1 (stereo not given) | -14% | -3% | 16% | 2% | -0.3 | 1% | 0% | nt | 33%[activator]
7 | COc1ccc(S(=O)(=O)Nc2ccc(C)cn2)cc1 | 19% | -8% | 18% | -4% | 0.8 | -8% | -3% | 12% | -24%
8 | Cc1cc(Cl)ccc1C(=O)C1CCCN(C(=O)c2n[nH]c3c2CCCC3)C1 (stereo not given) | 5% | 1% | -13% | -17% | -0.2 | -12% | -4% | -1% | 35%[activator]

Looked up one by one from the entries so far (4):
no. | Compound | ALOX12 inh | ERG Ets-DNA blk | Pol beta inh | Apoferritin bind | TRHR agonist | POLK inh | BLM helicase inh | APE1 inh | Pol iota inh
8 | Cc1cc(Cl)ccc1C(=O)C1CCCN(C(=O)c2n[nH]c3c2CCCC3)C1 (stereo not given) | 5% | 1% | -13% | -17% | -0.2 | -12% | -4% | -1% | 35%[activator]
5 | CSCCC(NC(=O)c1ccccc1)C(=O)NCc1ccc(S(N)(=O)=O)cc1 (stereo not given) | 5% | -5% | -14% | -10% | 0.8 | -17% | 2% | 12% | -14%
4 | CCOC(=O)N1CCN(C(=O)CSc2nc3nc(C)cc(C)n3n2)CC1 | -3% | 9% | nt | nt | nt | -4% | nt | 3% | 1%
3 | CCc1ccc(N2CC(C(=O)OCc3nc4ccsc4c(=O)[nH]3)CC2=O)cc1 (stereo not given) | -10% | 24% | nt | nt | 0.1 | 79µM* | nt | -35% | ?

Next section
no. | Compound | ALOX12 inh | ERG Ets-DNA blk | Pol beta inh | Apoferritin bind | TRHR agonist | POLK inh | BLM helicase inh | APE1 inh | Pol iota inh
9 | CC(C)c1ccc(NC2CCCN(C(=O)CC3CCCC3)C2)cc1 (stereo not given) | -18% | 6% | 4% | -14% | 0.4 | -5% | -7% | -14% | -23%
10 | CN(C(=O)c1ccccc1F)C(c1ccccc1)c1ccccc1 | -2% | 20% | 0% | -1% | 0.3 | -1% | -6% | 11%[12.4 µM] | 17%
11 | C=CCOc1cccc(/C=C/c2nc3ccccc3c(=O)[nH]2)c1 | 0% | -5% | -30% | -14% | 0.2 | -2% | -1% | 4% | ?
12 | CCCOP(=O)(OCCC)C(Nc1ccc(C(=O)O)cc1)c1ccccc1 (stereo not given) | -10% | 3% | -19% | -4% | 0.3 | 17% | 0% | 7% | 25%
13 | COc1ccc(CC(=O)OCC(=O)Nc2ccc(OC(F)F)cc2)cc1OC | 85%&-23%[activator] | -10% | nt | nt | 0.1 | -3% | nt | -17% | 9%
14 | CCC(=O)Nc1ccc(-c2csc(NNC(C)=O)n2)cc1 | -2% | 1% | 0% | 2% | 1.3 | -18% | 0% | 4% | 29%
15 | O=C(CN1CCc2ccccc2C1)Nc1ccccc1C(F)(F)F | ? | -5% | 29% | ? | -0.4 | -7% | -4% | -1% | 128%[activator]
16 | O=C(Nc1ccccc1Oc1ccccc1)c1cc([N+](=O)[O-])ccc1Cl | ? | 3% | -14% | 6% | -1.4 | 2% | -3% | -3% | 3%
17 | Cc1ccc(N2CC(C(=O)Nc3cccc(F)c3)CC2=O)cc1 (stereo not given) | -10% | nt | 20% | -11% | -0.9 | -4%[60.1 µM] | 0% | -2% | 11%
18 | N#C/C(C(N)=O)=C1/SC(Cc2ccc(F)cc2)C(=O)N1c1ccccc1 (stereo not given) | 0% | -4% | 4% | 5% | 2.3 | -9% | -3% | 0% | 3%
19 | O=C1CCCC/C=C\C[C@H](CC(=O)N(CCO)Cc2ccccc2)C(=O)N[C@@H](Cc2ccccc2)CO1 | 6% | 3% | nt | nt | nt | -3% | nt | -8% | 34%[activator]
20 | Cc1cccc(NC(=S)NC(=O)c2ccco2)n1 | 6% | -12% | -1% | -12% | 0.9 | -3% | 0% | 2% | 122%[activator]
21 | NC(=O)c1ccc(NC(=O)c2ccc(COc3ccccc3Br)cc2)cc1 | 7% | -5% | nt | nt | 0.2 | -10% | nt | 8% | -9%
22 | COC(=O)COc1ccc(S(=O)(=O)NCCC2=CCCCC2)cc1Cl | -42% | -7% | 11% | ? | 2.2 | -3% | -13% | 7% | 22%
23 | Cc1cc(C(=O)NNC(=O)c2ccc(C(F)(F)F)cc2)no1 | 450%[activator] | 8% | -1% | -6% | 0.5 | -7% | -1% | 1% | 6%
24 | O=C(COC(=O)c1cccnc1Cl)NCc1ccc(F)cc1 | 9% | 2% | nt | nt | nt | 4% | nt | 14% | -6%
25 | FC(F)(F)c1cnc(NNC(=S)Nc2ccccc2Cl)c(Cl)c1 | ? | 3% | 1%[57.1 µM] | -8% | 5.7 | -4% | 3% | -1% | 76%[activator]
26 | CC1Cc2cc(/C(O)=C3/C(=O)C(=O)N(CCCn4ccnc4)C3c3ccc(F)cc3)ccc2O1 (stereo not given) | -2% | -2% | -21% | -7% | -0.1 | 0% | 2% | 51% | 19%
27 | COc1ccc(S(=O)(=O)NCCc2sc(-c3ccccc3)nc2C)cc1F | -10% | -2% | 0% | 0% | -0.3 | -2%[60.1 µM] | -3% | nt | 11%
28 | COc1cccc(NC(=O)Cc2nnc(SCC(=O)c3ccccc3)n2C)c1 | ? | 1% | 3% | -5% | -0.5 | -18% | -4% | 2% | 6%
29 | COc1ccc(NC(=S)NCCc2c[nH]c3ccccc23)cc1 | 50µM* | -4% | 9% | -2% | -0.7 | -16% | -2% | 22% | 6%
30 | CC(=O)Nc1cc(C(=O)O)ccc1S(=O)(=O)c1ccc(Cl)cc1 | -14% | -8% | 3% | 6% | 0.5 | -1% | -8% | 23% | 0%
31 | CC(=O)c1cccc(S(=O)(=O)NCCc2csc3nc(-c4ccc(F)cc4)nn23)c1 | ? | 2% | ? | 7% | 0.5 | -15%[60.1 µM] | -8% | nt | -21%
32 | O=C(CSC1CCCCC1)Nc1ccccc1Br | 23% | -3% | 30% | ? | 0.1 | -11% | -3% | -3% | 18%
33 | Cc1cccc(C(=O)N2CCc3cc(CNC(=O)c4ccco4)ccc32)c1 | -28% | -1% | -19% | -17% | -0.8 | -7%[60.1 µM] | -1% | nt | 2%
34 | CN1CCN(S(=O)(=O)c2ccc3[nH]cc(C(=O)O)c(=O)c3c2)CC1 | -10% | -8% | 32% | -10% | -0.9 | -1% | -1% | 0% | 5%[58.9 µM]
35 | CCOC(=O)c1c(NC(=O)c2ccccc2Cl)sc2c1CCCC2 | -22% | 0% | 2% | 61%[activator] | 1.9 | -3%[60.1 µM] | -16% | nt | 11%
36 | COc1ccc(-n2ncc3c2CC(C)(C)CC3NC(=O)CCc2c(C)noc2C)cc1 (stereo not given) | -3% | -13% | 24% | -5% | -0.2 | 1% | -2% | 27% | 44%[activator]
37 | CC(=O)Cn1c(CN2CCN(C(=O)c3ccco3)CC2)nc2c1c(=O)n(C)c(=O)n2C | -6% | -14% | 46% | -3% | 0.5 | -3% | -2% | 2% | -10%
38 | Cc1nc2nc(SCC(=O)NCCc3ccc(Cl)cc3)nn2c(C)c1Cc1ccccc1 | -10% | -6% | 6% | -10% | -0.4 | -4% | 2% | nt | 21%
39 | C#CCOc1c(Br)cc(C2C(C(=O)OC)=C(C)NC3=C2C(=O)c2ccccc23)cc1OCC (stereo not given) | ? | 3% | 1% | -4% | -1.0 | -21% | -11% | nt | -2%
40 | COc1ccc(-c2n[nH]c(=S)n2-c2ccc3c(c2)OCCO3)cc1 | ? | 14% | 4% | -1% | -0.2 | 7% | -8% | 2% | 24%
41 | CCOc1ccc(S(=O)(=O)Nc2ccc(C(=O)N3CCCC3)cc2)cc1C(N)=O | 9% | -8% | 13% | -5% | -0.7 | 7% | 0% | -5% | -21%
42 | CCc1ccc(OCC(=O)N2CCN(c3ccccc3F)CC2)cc1 | -7% | -1% | -23% | -17% | 0.8 | -8% | -6% | 7% | -2%
43 | O=C(COC(=O)C12CC3CC(CC(C3)C1)C2)NC12CC3CC(CC(C3)C1)C2 | ? | -2% | 8% | ? | 0.0 | -18% | -6% | 28% | 9%
44 | CN(C)/C=C(\C#N)C(=O)Nc1ccc(F)c(Cl)c1 | 0% | -3% | 6% | -3% | 0.1 | -27% | 0% | 1% | 8%
